Assay outcomes from PubChem BioAssay.
Vif inh: HIV Vif self-association inhibitors, primary screen, imaging, HEK293T, single point; AID 602346, 2012; inhibition, % at 7.49 µM; HEK293T cells, Vif self-association by quenched fluorescence, 24 h; actives 0.35% (n = 340,000); in the data active means inhibition above about 50%, passing the limit was not always enough; inconclusive means no clear call, values can overlap the other calls; inactive means below about 31%; further: some results filed as inactive read as strong as hits
LRH-1 inv ag: LRH-1 (NR5A2) inverse agonists, primary screen, cell-based, luminescence, HEK293T, StAR-luciferase reporter; inhibition, % at 3.6 µM; actives 0.13% (n = 360,000); LRH-1 transfected, 24 h; AID 602396, 2012; Nuclear receptor subfamily 5 group A member 2 (Homo sapiens), O00482;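 active means inhibition above the mean inhibition of all tested compounds plus 3 SD, cut at about 73% in these data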;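 further: 0% = DMSO wells and 100% = reporter-only cells lacking LRH-1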
C8 TRAIL sens: viability loss with TRAIL in NB7+C8 cells, primary screen, TRAIL sensitizer project, cell-based, ATPlite luminescence. inhibition (viability loss, TRAIL sensitization), % at 10 µM. actives 1% (n = 360,000);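 active means compounds causing at least 50% loss of cell viability in the single-dose screen, relative to plate controls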
LMP1 NFkB inh: EBV LMP1-driven NF-kappaB luciferase reporter inhibitors, primary screen, cell-based, luminescence, single point. inhibition, % at 12.5 µM. actives 0.69% (n = 350,000). LMP1-induced NF-kappaB luciferase reporter cells; in the data active means inhibition above about 41%; inconclusive means no clear call, values can overlap the other calls;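 further: 0% = neutral control wells and 100% = reference inhibitor control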
TROY NFkB inh: inhibitors of TROY-driven NF-kB signaling, primary screen, Q293 LMP1-TROYcd cells, NF-kB luciferase, uHTS; Q293 LMP1-TROYcd NF-kB luciferase reporter, 4 h; inhibition, % at 10 µM; actives 0.98% (n = 360,000); AID 1347056, 2019;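 active means compounds whose plate-normalised and pattern-corrected inhibition of the luciferase reporter signal at the single screening dose is 50% or more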
NOD2-RIPK2 inh: NOD2-RIPK2 binding disruptors in cells, primary screen, fluorescence, CHO cells, BLA complementation; actives 0.38% (n = 360,000); inhibition, % at 4.98 µM; CCF4 ratio; Receptor-interacting serine/threonine-protein kinase 2 (Homo sapiens), O43353; AID 624267, 2012; in the data active means inhibition above about 21%;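 further: 0% = vehicle only and 100% = reference blocker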
COUP-TFII inh: NR2F2 transcriptional activity inhibitors, primary screen, cell-based, luciferase reporter, HEK293T, luminescence | COUP transcription factor 2 (Homo sapiens), P24468 | HEK293T NGFI-A luciferase reporter | inhibition, % at 8.6 µM | actives 0.7% (n = 370,000);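 active means inhibition above a per-plate cutoff, mean inhibition of test wells between control levels plus 3 SD, cut at about 38% in these data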;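 further: cells cotransfected with COUP-TFII expression vector driving the NGFI-A reporter; 0% = median of COUP-TF2 test wells and 100% = reporter-only cells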
NCOA2 inhibitor: inhibition of GAL4-SRC2 driven luciferase reporter, primary screen, SRC2 inhibitor project, cell-based, luminescence. Nuclear receptor coactivator 2 (Homo sapiens), Q15596. HEK293 GAL4-SRC2 luciferase reporter. inhibition, % at 9 µM. actives 0.17% (n = 370,000);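 active means inhibition above the mean inhibition of all tested compounds plus 3 SD, set per campaign, cut at about 52% in these data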;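 further: 0% = DMSO treated cells and 100% = cells given Gossypol at 36 µM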
Target sequence (Q15596 whole entry, looked up, the tested form may be a part): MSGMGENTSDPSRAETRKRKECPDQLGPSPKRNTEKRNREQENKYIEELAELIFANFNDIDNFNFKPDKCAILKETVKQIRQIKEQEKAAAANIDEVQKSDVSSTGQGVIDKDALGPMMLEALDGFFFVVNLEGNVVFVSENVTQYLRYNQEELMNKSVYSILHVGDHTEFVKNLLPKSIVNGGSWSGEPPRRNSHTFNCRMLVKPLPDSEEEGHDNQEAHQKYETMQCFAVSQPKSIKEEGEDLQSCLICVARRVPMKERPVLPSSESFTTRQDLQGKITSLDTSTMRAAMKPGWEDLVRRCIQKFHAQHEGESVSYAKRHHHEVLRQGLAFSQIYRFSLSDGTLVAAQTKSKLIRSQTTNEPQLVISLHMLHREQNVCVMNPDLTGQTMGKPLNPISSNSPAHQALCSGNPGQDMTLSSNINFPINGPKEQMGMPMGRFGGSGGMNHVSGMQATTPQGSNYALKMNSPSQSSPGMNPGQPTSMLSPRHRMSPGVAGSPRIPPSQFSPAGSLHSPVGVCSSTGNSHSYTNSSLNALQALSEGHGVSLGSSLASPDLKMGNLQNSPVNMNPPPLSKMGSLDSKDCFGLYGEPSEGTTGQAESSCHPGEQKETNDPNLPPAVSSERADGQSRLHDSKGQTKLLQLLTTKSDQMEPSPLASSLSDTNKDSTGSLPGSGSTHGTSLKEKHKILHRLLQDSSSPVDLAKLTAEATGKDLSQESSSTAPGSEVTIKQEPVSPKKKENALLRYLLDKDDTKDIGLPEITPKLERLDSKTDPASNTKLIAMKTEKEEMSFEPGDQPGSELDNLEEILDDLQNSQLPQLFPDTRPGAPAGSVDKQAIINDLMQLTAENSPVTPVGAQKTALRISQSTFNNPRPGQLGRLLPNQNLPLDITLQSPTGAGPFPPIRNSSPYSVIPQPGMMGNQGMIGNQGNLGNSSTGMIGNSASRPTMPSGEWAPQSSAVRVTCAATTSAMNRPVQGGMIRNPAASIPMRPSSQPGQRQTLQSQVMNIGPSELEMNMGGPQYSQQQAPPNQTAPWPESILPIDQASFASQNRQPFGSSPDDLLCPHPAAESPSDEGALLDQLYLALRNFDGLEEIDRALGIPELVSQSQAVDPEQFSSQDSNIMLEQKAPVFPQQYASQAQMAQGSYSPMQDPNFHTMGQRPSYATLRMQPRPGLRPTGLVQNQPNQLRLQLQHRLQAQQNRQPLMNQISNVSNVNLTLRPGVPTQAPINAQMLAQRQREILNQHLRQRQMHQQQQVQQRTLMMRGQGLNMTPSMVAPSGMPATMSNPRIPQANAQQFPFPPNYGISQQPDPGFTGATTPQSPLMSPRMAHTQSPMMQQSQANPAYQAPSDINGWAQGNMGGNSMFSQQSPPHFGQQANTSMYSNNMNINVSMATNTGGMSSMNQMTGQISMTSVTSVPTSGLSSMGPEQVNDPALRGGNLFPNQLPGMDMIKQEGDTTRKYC
TLR9-MyD88 block: inhibitors of TLR9-MyD88 association in cells, primary screen, cell-based, CHO, BLA complementation, fluorescence. AID 504734, 2011. actives 0.21% (n = 340,000). inhibition, % at 4.98 µM. CCF4 FRET ratio;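 active means inhibition above the mean over all tested compounds plus 3 SD, cut at about 21% in these data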;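 further: 0% = DMSO only wells and 100% = clavulanate BLA inhibitor control wells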
SRC1 inh: SRC1 coactivator transcriptional activity inhibitors, primary screen, cell-based, luminescence; actives 0.12% (n = 360,000); Nuclear receptor coactivator 1 (Homo sapiens), Q15788; HEK293 GAL4-SRC1 luciferase reporter; inhibition, % at 3.6 µM;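 active means inhibition above the campaign mean plus 3 SD, with each screening campaign given its own cutoff, cut at about 60% in these data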;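 further: 0% = DMSO treated cells and 100% = gossypol at 36 µM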
NCOA3 inh: SRC3 coactivator transcriptional activity inhibitors, primary screen, cell-based, luminescence | Nuclear receptor coactivator 3 (Homo sapiens), Q9Y6Q9 | HEK293 GAL4-SRC3 luciferase reporter | inhibition, % at 3.6 µM | actives 0.17% (n = 360,000) | AID 588352, 2011;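 active means inhibition above a per-campaign cutoff, the mean of all compounds plus 3 SD, cut at about 60% in these data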;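 further: 0% = DMSO-treated cells and 100% = gossypol-treated cells at 36 µM; higher means less SRC3-driven luciferase light from the GAL4 reporter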
* marks the source's active call; other numbers are inactive results; ? = inconclusive; . = not tested or not shown. Some of the compounds tested. The share of hits here may be higher or lower than overall.

SMILES	Vif inh	LRH-1 inv ag	C8 TRAIL sens	LMP1 NFkB inh	TROY NFkB inh	NOD2-RIPK2 inh	COUP-TFII inh	NCOA2 inhibitor	TLR9-MyD88 block	SRC1 inh	NCOA3 inh
CC(C(=O)Nc1ccccc1)C(=O)Nc1ccccc1	9	24	-2	-9	4	5	4	14	-4	3	5
COCCn1c(SCC(=O)Nc2cccc(C)c2)nnc1C(C)C	-2	11	0	-4	10	1	-10	3	-8	15	16
O=C(CNC(=O)c1ccc(Br)cc1)NCC(=O)OCC(=O)c1ccc([N+](=O)[O-])cc1	2	15	22	11	-15	13	-5	-24	-10	3	8
CC1CN(C(=O)CN2C(=O)NC(C)(c3ccccc3)C2=O)CC(C)O1 (stereo not drawn)	-4	5	-3	-1	-7	-5	16	-26	-3	6	-7
COc1ccc(NC(=O)CSc2nc3c(c(=O)n2-c2ccc(C)cc2)SCC3)c(OC)c1	-13	-5	0	1	7	8	6	-3	3	2	3
CCC(C)(C)n1nnnc1C(c1cccc(C#N)c1)N1CCN(c2cc(C)ccc2C)CC1 (stereo not drawn)	.	1	16	-7	-12	-3	-1	-5	-1	8	-18
CCCCCCNC(=O)c1c(O)c2cccc3c2n(c1=O)CCC3	-1	-10	-9	-2	17	-15	14	9	-11	-9	-2
O=C(CSc1nnc(-c2ccc(Cl)cc2)n1Cc1ccco1)NCc1ccc2c(c1)OCO2	4	-9	1	1	-1	-4	-8	-7	-4	8	15
O=C(CN1CCCCC1)NCC(=O)Nc1ccc(F)c(F)c1F	6	5	-6	2	9	-6	7	23	-13	5	12
COc1ccc(CNC(=O)COC(=O)C2CCN(S(=O)(=O)c3ccccc3C(F)(F)F)CC2)cc1	1	16	-2	10	2	-4	14	-13	-3	-3	15
O=C(NCC(=O)N(c1cccnc1)C(C(=O)NC1CCCCC1)c1ccccc1)c1ccco1 (stereo not drawn)	-1	-17	6	-3	2	10	-12	-5	-4	-9	0
COc1ccccc1-c1nc2c(c(SCC(=O)N3CCCCC3)n1)Cc1c(CO)cnc(C)c1O2	-3	8	20	-5	4	-3	-12	17	-47	4	11
C/C(Cc1ccccc1)=N/NC(=O)CCCC(=O)N/N=C(/C)Cc1ccccc1	6	3	-7	1	-10	-4	-11	10	2	8	5
CC(C)CNS(=O)(=O)c1ccc(CCC(=O)N2CCC(C(N)=O)CC2)cc1	-6	10	-5	-1	-1	-11	9	-28	-10	10	5
Cc1ccc(C)c(S(=O)(=O)N2CCN(C(=O)c3sccc3C)CC2)c1	-5	16	-2	5	-24	4	22	25	1	10	23
CC(=NCCN1CCN(C(C)=C2C(=O)c3ccccc3C2=O)CC1)C1=C(O)CC(C)(C)CC1=O	-1	4	3	-23	50	-13	0	-16	-8	-2	-15
COc1ccc(OC)c(-n2c(-c3cc(-c4ccc(F)cc4)n[nH]3)n[nH]c2=S)c1	3	16	3	-4	.	-11	3	3	0	1	-6
O=C(N/N=C\c1ccc(Cl)s1)C1COc2ccccc2O1 (stereo not drawn)	-5	-6	11	-11	16	-8	-13	4	4	-40	-11
CCCCCCCCCCNC(=O)C(=O)Nc1ccccn1	11	-9	11	0	18	-2	.	.	-11	-6	-15
O=C(COC(=O)CN1C(=O)C2CCCCC2C1=O)NNC(=O)c1ccc(Cl)cc1 (stereo not drawn)	.	9	0	2	14	-4	11	3	-2	-9	-29
CCCNC(=O)c1ccc(Cn2cc(-c3ccc(OC)cc3)nc2C(C)N)cc1 (stereo not drawn)	4	-46	5	-5	-51	-11	-15	-30	-1	-37	-26
CCOc1ccccc1OCC(=O)Nc1ccc(OC)c(S(=O)(=O)N2CCCCC2)c1	8	19	6	4	3	-3	6	-20	0	-7	32
Cc1nc2ccccc2n1CC(=O)NCCN1CCCC1	3	9	-6	3	1	-5	15	-9	3	-12	7
O=C(CN1CCN(Cc2ccc(F)cc2)CC1)Nc1nc2ccccc2s1	-5	3	11	2	-15	19	14	32	-1	5	-35
CCOC(=O)c1c(C)[nH]c(C(=O)COC(=O)c2cnc(C)cn2)c1C	.	6	19	7	-16	-6	-9	-10	-3	-24	-5
Cc1csc(NC(=O)COc2ccc3c(c2)CCC3)n1	-4	-113	19	-22	-36	-17	-55	-39	3	-210	-66
COCCNC(=O)Cn1c(=O)n(Cc2ccc(C(=O)NCc3ccco3)cc2)c(=O)c2ccccc21	14	11	-13	1	-2	3	1	-29	-3	-11	-5
Cc1cc(C(=O)C(C)OC(=O)c2cnccn2)c(C)n1-c1ccccc1 (stereo not drawn)	-5	-12	9	-5	-13	1	-13	8	6	-22	-36
COc1cccc(NC2=C(Cl)C(=O)OC2OC(=O)c2ccco2)c1 (stereo not drawn)	?	3	1	-3	30	-8	0	-11	5	2	18
CCC1([N+](=O)[O-])COC(c2ccc(OC)cc2)OC1 (stereo not drawn)	-3	-34	-4	2	-16	-7	-1	-52	10	4	5
COc1ccc(NS(=O)(=O)c2ccc(N3CCCC3)c(N)c2)cc1	-3	18	15	27	20	-2	22	20	-12	1	21
Cc1ccc(Nc2nnc(SC/C(O)=C(\C#N)c3nc4ccccc4[nH]3)s2)c(C)c1	-7	-10	7	-12	29	-9	5	-16	-1	-27	0
Cc1ccc(NC(=S)NC(=O)c2ccc(F)cc2)cc1S(=O)(=O)Nc1cccc(Cl)c1	3	-14	-9	14	50*	9	12	-7	8	-24	-1
CCOC(=O)c1cnc(-n2[nH]c(C)c(Cc3ccccc3)c2=O)[nH]c1=O	3	8	-6	-6	8	-4	6	4	-2	-7	-6
COc1ccc2noc3c2c1C(=O)c1ccccc1-3	-11	4	4	20	-50	1	-10	-6	2	-28	9
COc1cc(-c2cc(C(F)(F)F)n3ncc(C(=O)O)c3n2)cc(OC)c1OC	-3	2	-7	5	16	-11	-7	1	7	5	-5
Cc1ccccc1OCC(=O)Nc1cc(S(=O)(=O)N2CCOCC2)ccc1N1CCCC1	-6	-4	-10	-9	0	-1	-3	-5	4	-4	1
CN(C)CCN1C(=O)C(=O)/C(=C(/O)c2ccccc2)C1c1ccccc1F (stereo not drawn)	17	10	-2	1	-8	-2	-2	-18	5	7	-24
CC(SC1=Nc2ccccc2C2CC=NN12)C(=O)NC1(C#N)CCCCC1 (stereo not drawn)	-8	-6	20	-3	6	-11	4	4	-3	4	-6
Cn1c(=O)c(C(=O)NCCO)c(O)c2ccccc21	-4	-32	14	-6	-4	-8	4	-6	-1	-18	-14
CCCOc1ccc(-c2nnn(CC(=O)OCC)n2)cc1	-4	-11	2	0	-10	18	-8	-10	4	-11	4
N#CCC(=O)Nc1ccc(C(=O)OCC(=O)Nc2cccc(C(F)(F)F)c2)cc1	-4	11	1	-5	-15	1	11	24	-8	8	-30
COc1ccc(N2CCN(/C(=N\S(=O)(=O)c3ccccc3)Nc3nc(C)cc(C)n3)CC2)cc1	4	2	-12	4	-22	-4	4	0	4	-7	-4
COc1ccc(CN(C)C(=O)c2ccc3ccccc3n2)cc1F	2	15	0	7	7	-7	-22	-21	0	-8	-19
COc1ccc(NC2CCCN(C(=O)c3ccc(C)nc3)C2)cc1 (stereo not drawn)	7	0	-3	6	-6	-1	-17	7	5	-5	-14
Cc1ccc(NC(=O)CSc2nnc(CNC(=O)c3c(F)cccc3Cl)o2)cc1	9	18	-3	-3	6	-7	5	0	1	-13	11
COc1ccc2nc(Nc3nc4ccc(NC(C)=O)cc4s3)sc2c1	-3	10	5	-8	14	7	4	-31	-1	5	-1
Cc1ccc(-n2nc3c(=O)n(CC(=O)NCc4ccccc4)nc(C)c3c2C)cc1	-6	-10	-12	-4	-23	-10	13	5	1	-17	11
NC1=NC(=O)CC(C(=O)Nc2cccc3ccccc23)S1 (stereo not drawn)	-3	-3	16	-1	8	-6	.	.	-10	1	-6
COc1ccc(CCOC(=O)c2cccc(NC(C)=O)c2)cc1	8	1	-10	-19	-21	-11	-10	-35	-3	-87	-7
(continued)
SMILES	Vif inh	LRH-1 inv ag	C8 TRAIL sens	LMP1 NFkB inh	TROY NFkB inh	NOD2-RIPK2 inh	COUP-TFII inh	NCOA2 inhibitor	TLR9-MyD88 block	SRC1 inh	NCOA3 inh
COc1cc(/C=N/NC(=O)C(Cc2c[nH]c3ccccc23)NC(=O)OCc2ccccc2)cc([N+](=O)[O-])c1O (stereo not drawn)	-7	-21	-10	3	13	-4	17	-15	-4	0	6
CCCCCCCCCC[n+]1cccc(C(=O)N(CC)CC)c1	0	11	8	-5	3	-9	6	-1	5	-57	-8
COCCn1nnnc1C(c1cc2cc(OC)c(OC)cc2[nH]c1=O)N1CCN(c2ccc(O)cc2)CC1 (stereo not drawn)	14	5	1	2	-2	1	18	-21	1	-21	16
CCn1c(=O)c(C(=O)NNC(=O)c2ccccc2F)c(O)c2ccccc21	8	3	13	3	6	1	15	-19	-4	18	-12
COc1ccc(C2(C)NC(=O)N(CC(=O)NC3CCCC3)C2=O)cc1OC (stereo not drawn)	41	9	15	-3	-10	-1	-3	17	-1	4	-3
CCCC(=O)Nc1ccccc1N1CCN(C(=O)c2ccccc2)CC1	.	-14	15	12	11	-12	10	-12	-8	5	-2
Cc1ccccc1N=C/C=C1\N(C)c2ccccc2C1(C)C	-26	-11	5	12	17	-7	6	-20	-5	-4	-10
CC(C)CNC(=S)N(Cc1ccco1)Cc1cc2cc3c(cc2[nH]c1=O)OCCO3	1	2	-9	-10	7	-6	10	-7	5	-13	-5
Cc1cccc(-n2ncc3c2CCCC3NC(=O)CCc2ccncc2)c1C (stereo not drawn)	-3	1	-2	18	14	-9	32	8	-2	6	21
CCN(CC)CCN(C(=O)c1ccc(S(=O)(=O)N2CCOCC2)cc1)c1nc2cc3c(cc2s1)OCCO3	-3	4	-6	-18	-22	5	-27	-15	-5	-35	-12
CN(Cc1ccc(F)cc1)C(=O)C(Cc1ccccc1)NC(=O)c1ccccc1 (stereo not drawn)	22	9	20	0	16	3	-5	-2	-5	2	14
C/C(N)=C(/C#N)C(=O)COC(=O)c1cc(-c2cccc(Br)c2)nc2ccccc12	-4	12	22	1	-4	7	-3	-14	-14	5	9
